TrxR1 substrate = rat thioredoxin reductase 1 substrate activity; Potency, µM (doses to about 114 µM), for the others: top-dose activity change, negative = substrate turnover; 390,000 compounds, 0.01% hits; O89049; purified TrxR1 substrate turnover, NADPH consumption readout; note: potency is the fitted concentration of half-maximal effect; % is set by controls: 0 for no effect and ±100 for the full control effect; nearly all actives have a fitted effect of over 50% in size
Target sequence (O89049 whole entry, looked up): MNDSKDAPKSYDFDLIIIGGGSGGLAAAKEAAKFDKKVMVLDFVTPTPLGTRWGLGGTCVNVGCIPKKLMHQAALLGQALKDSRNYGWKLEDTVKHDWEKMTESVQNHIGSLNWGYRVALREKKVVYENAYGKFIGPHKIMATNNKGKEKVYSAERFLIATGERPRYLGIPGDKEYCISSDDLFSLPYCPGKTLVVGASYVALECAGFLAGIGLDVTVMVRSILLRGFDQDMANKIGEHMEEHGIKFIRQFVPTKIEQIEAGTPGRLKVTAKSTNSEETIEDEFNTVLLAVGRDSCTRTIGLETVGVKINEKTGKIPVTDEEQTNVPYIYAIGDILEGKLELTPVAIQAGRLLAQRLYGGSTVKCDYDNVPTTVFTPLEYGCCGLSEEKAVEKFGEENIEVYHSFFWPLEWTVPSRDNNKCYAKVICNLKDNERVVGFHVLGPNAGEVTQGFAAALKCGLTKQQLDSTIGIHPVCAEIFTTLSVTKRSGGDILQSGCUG
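Rat TrxR1, dispensed at 90 nM, was prereduced with 400 uM NADPH (final) for 5 min at ~22 deg C, then incubated with compound 15 min before 400 uM selenite. A first-read NADPH fluorescence drop versus no-compound background flagged substrates.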
Vif-APOBEC3F blk = inhibitors of Vif-A3F interaction; HeLa A3F-eYFP + Vif (tagged APOBEC3F with the HIV-1 protein that degrades it), YFP fluorescence increase; Potency, µM (top dose mostly 46.1 µM), without a hit: at the highest dose activity, negative = active; 390,000 compounds, 0.2% hits; AID 602313; note: potency is the fitted concentration of half-maximal effect; % of control where 0% means no effect; nearly all actives have a fitted effect of over 65% in size
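HeLa cells stably expressing A3F-eYFP plus Vif, plated and incubated overnight at 37 deg C, then exposed to compounds overnight at 37 deg C. Blocked degradation read as raised yellow fluorescence (Ex 488/Em 500-530).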
IDH1 R132H inh = inhibitors of human mutant IDH1 R132H. IDH1-R132H enzyme, NADPH consumption, diaphorase/resazurin fluorescence. Potency, µM (doses to about 76.6 µM), without a hit: top-dose activity change, negative = inhibition, usual class: inhibitors. 390,000 compounds, 0.093% hits; note: potency is the fitted concentration of half-maximal effect; % is set by controls: 0 for no effect and ±100 for the full control effect; nearly all actives have a fitted effect of over 65% in size
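IDH1-R132H (0.5 ug/mL dispensed) in pH 7.5 Tris buffer was preincubated 30 min with compound, then given a substrate mix of 0.016 mM NADPH and 2 mM alpha-KG for 80 min at room temperature; remaining NADPH was read by diaphorase/resazurin fluorescence.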
USP1-UAF1 inh = inhibitors of human USP1/UAF1 deubiquitinase; recombinant USP1/UAF1, Ub-Rhodamine cleavage fluorescence; 390,000 compounds, 0.23% hits; Potency, µM (doses to about 57.1 µM), inactives show top-dose activity change, negative = inhibition, actives largely listed as inhibitors; AID 743255; note: potency is the fitted concentration of half-maximal effect; % is set by controls: 0 for no effect and ±100 for the full control effect; nearly all actives have a fitted effect of over 60% in size; inactives centre near -12
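High-throughput fluorogenic screen: 1nM USP1/UAF1 complex, Ub-Rho substrate 150nM final, 50mM HEPES pH 7.8 with 0.5mM EDTA, 0.1 mg/ml BSA, 1mM TCEP and 0.01% Tween-20.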
Vif-A3G inh = blocks the Vif interaction with human APOBEC3G; Q9HC16; HeLa A3G-eYFP + Vif (tagged APOBEC3G with the HIV-1 protein that degrades it), YFP fluorescence, overnight; Potency, µM (series often up to 46.1 µM), inactives show at the top dose activity, negative = active, usual class: inhibitors; 410,000 compounds, 0.076% hits;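 note: potency is the fitted concentration of half-maximal effect; % is set by controls: 0 for no effect and ±100 for the full control effect; nearly all actives have a fitted effect of over 60% in size; hits raise eYFP signal because A3G escapes Vif-driven loss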
Target sequence (Q9HC16 whole entry, looked up): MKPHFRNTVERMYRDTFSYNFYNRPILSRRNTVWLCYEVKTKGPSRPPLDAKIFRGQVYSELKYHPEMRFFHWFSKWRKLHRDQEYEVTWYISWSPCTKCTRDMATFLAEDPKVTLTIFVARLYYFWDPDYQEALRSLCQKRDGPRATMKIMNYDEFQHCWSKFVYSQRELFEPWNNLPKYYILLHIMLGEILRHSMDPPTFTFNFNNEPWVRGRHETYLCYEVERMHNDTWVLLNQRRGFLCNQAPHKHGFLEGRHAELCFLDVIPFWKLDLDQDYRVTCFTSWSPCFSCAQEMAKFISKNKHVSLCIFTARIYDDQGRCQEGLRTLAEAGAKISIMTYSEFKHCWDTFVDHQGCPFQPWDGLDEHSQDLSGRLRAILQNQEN
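Read-out is eYFP fluorescence (Ex 488/Em 500-530) from Vif-expressing HeLa A3G-eYFP cells; more signal means A3G escaped Vif-mediated degradation. Cells plated overnight, compound pinned in, incubated overnight at 37 deg C.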
TrxR1 inh = rat TrxR1 inhibition. recombinant rTrxR1, NADPH fluorescence consumption, selenite substrate. Potency, µM (titrated, usually from 114 µM), inactives show top-dose activity change, negative = inhibition, actives largely listed as inhibitors. 390,000 compounds, 1% hits. AID 588453; note: potency is the fitted concentration of half-maximal effect; % is set by controls: 0 for no effect and ±100 for the full control effect; nearly all actives have a fitted effect of over 65% in size
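Rat TrxR1 (90 nM in the dispensed reagent) was pre-reduced with 400 uM NADPH for 5 min at room temperature, then incubated with compound for 15 min. After 400 uM selenite was added, NADPH fluorescence (Ex 340/Em 450 nm) was followed for 8 min.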
LDHA inh = inhibitors of human lactate dehydrogenase A. P00338. purified LDHA, NADH/diaphorase-resazurin fluorescence; active compounds read low. activity change, % (values are at about 110 or 230 µM). 480,000 compounds, 0.15% hits; in the data active = activity change below about -30%; inconclusive = mostly about -25% to -30%;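 note: plate controls were DMSO wells for no effect and wells without enzyme for full effect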
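Resorufin fluorescence (ex540/em590), read at 0 and 20 min after diaphorase/resazurin addition, reports the NADH left after a 5 min room-temperature reaction of 2 nM human LDH5 with 0.06 mM NADH and 0.2 mM pyruvate.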
RGS4 inh = blocks human RGS4-accelerated GTP hydrolysis; Potency, µM (series often up to 114 µM), for inactives: at the highest dose activity change, negative = inhibition, most hits filed as inhibitors; P49798; 390,000 compounds, 0.039% hits; AID 504845; Transcreener GDP fluorescence polarization, RGS4-accelerated GTP hydrolysis; note: potency is the fitted concentration of half-maximal effect; % is set by controls: 0 for no effect and ±100 for the full control effect; nearly all actives have a fitted effect of over 75% in size; some results filed as inactive show a strong effect at the top dose
Target sequence (P49798 whole entry, looked up): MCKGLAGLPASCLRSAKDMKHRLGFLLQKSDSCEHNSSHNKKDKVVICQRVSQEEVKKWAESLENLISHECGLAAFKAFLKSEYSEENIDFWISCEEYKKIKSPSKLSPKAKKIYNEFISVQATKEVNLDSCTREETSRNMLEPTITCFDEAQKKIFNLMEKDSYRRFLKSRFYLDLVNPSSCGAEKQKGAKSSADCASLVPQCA
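MLSMR compounds (23 nl, pin-transferred) preincubated 10 min at room temperature with a 500nM (2x) first reagent, then RGS4 at 900nM (2x) plus Transcreener GDP mix added; fluorescence polarization (620/688 nm) read before and after 90 min at 30 °C.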
Glioma ERSR ind = induces the endoplasmic reticulum stress response in human glioma cells; U87-MG GRP78 promoter luciferase reporter, 16 h; 420,000 compounds, 0.02% hits; Potency, µM, for the others: at the top dose activation, actives largely listed as activators; note: potency is the fitted concentration of half-maximal effect; series mostly up to about 76 µM; % of control where 0% means no effect; nearly all actives have a fitted effect of over 35% in size
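Stably transfected U87-MG glioma cells carrying a GRP78-based luciferase sensor; 16 h compound incubation. Luminescence end-point read 10 min after Bright-Glo addition at room temperature.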
* marks the source's active call; other numbers are inactive results; ? = inconclusive; · = no result given; & = joins results of further samples; [ ] = another dose, or the depositor's remark. Unless noted, calls come from the whole dose curve; as a rule, active = well fitted curve in the direction sought with a large enough effect; inconclusive = small, poorly fitted or top-dose-only effect, or another doubt; inactive = no such curve, though single readings can be large; an effect the other way counts as inactive or inconclusive. Some of the compounds tested. The share of hits here may be higher or lower than overall.

smiles | TrxR1 substrate | Vif-APOBEC3F blk | IDH1 R132H inh | USP1-UAF1 inh | Vif-A3G inh | TrxR1 inh | LDHA inh | RGS4 inh | Glioma ERSR ind
CC(C)Cn1c(=O)c(C(=O)Nc2cnccn2)c(O)c2ccccc21 | 17%[57.1 µM] | 5% | 0% | -1% | 3% | 21%[57.1 µM] | 0 | 28% | -2%
COc1cc(C(=O)Nc2ccc(S(=O)(=O)NC(C)(C)C)cc2)cc(OC)c1OC | -3% | -6% | 7% | -8% | -5% | 4% | -2 | -19% | 2%
O=C(NCCc1ccccc1)Oc1ccc(Cl)cc1 | 2% | 8% | 7% | -21% | -5% | 23% | -5 | 13% | 3%
O=c1c2ccccc2[nH]c(=S)n1CCCN1CCN(c2ccccc2F)CC1 | 3% | ? | 1% | -5% | -1% | 13% | -6 | 33% | -6%
Cc1cc(C)cc(OCC(=O)OCC(=O)NC2CC2)c1 | 6% | 0% | 2% | -11% | 3% | 16% | 4 | 23% | -4%
COC(=O)C1C(O)=C(C(C)=N)C(=O)CC1(C)C (stereo unspecified) | 1%[57.1 µM] | -18% | 3% | -10% | 1% | 5%[57.1 µM] | -11 | 15% | -3%
COc1ccc(C(=O)N[C@H](C(=O)OCn2nnc3ccccc3c2=O)C(C)C)cc1 | -8% | -2% | -1% | ? | 1% | 4%[57.1 µM] | -4 | -12% | -4%
Cc1cc(NC(=O)c2cccn2-c2nnc(N3CCCCC3)s2)ccc1Br | 7%[57.1 µM] | -5% | 17% | -13% | -10% | 27%[57.1 µM] | 4 | -25% | 2%
Cn1nc([N+](=O)[O-])nc1N1CCN(c2ccc(F)cc2)CC1 | 1% | ? | 4% | -8% | 6% | 2% | 1 | 27% | -3%
COc1ccc2[nH]c3c(c2c1)CCN1C(=O)C(CC(=O)NCCN2CCOCC2)C[C@H](C(=O)N2CCCCC2)[C@@]31C (stereo partly specified) | 6% | -9% | -3% | -23% | 0% | 9% | 1 | -16% | -5%
N#CC1=C(N)c2ccccc2CC12CCCCC2 | -7% | -5% | 4% | -11% | -10% | 7% | -2 | -33% | -4%
O=C(Oc1cccc(NC(=O)c2ccccc2Cl)c1)c1ccc([N+](=O)[O-])cc1 | -8% | · | 2% | -22% | -2% | -9% | -5 | -8% | -6%
Cc1ccc2nsnc2c1S(=O)(=O)NCCc1c(C)[nH]c2ccc(F)cc12 | -4%[57.1 µM] | -1% | 12% | -8% | 2% | 14%[57.1 µM] | 1 | -22% | -1%
O=C(c1ccc(-c2ccccc2)cc1)C1CCCN(Cc2ccncc2)C1 (stereo unspecified) | -3%[57.1 µM] | -5% | -5% | -27% | 6% | -4%[57.1 µM] | -9 | 0% | -1%
Cc1cccc(NC(=S)N=Nc2c(O)n(C)c3ccc(S(=O)(=O)N4CCOCC4)cc23)c1 | -8% | -1% | 3% | -15% | 1% | -14% | 5 | -5% | -4%
COc1ccc(OCC(=O)Nc2ccccc2N2CCCCC2)cc1 | 0% | -15% | 18% | -16% | ? | 23% | -1 | -11% | -9%
CCc1ccc(NC(=O)C(=O)NCCc2sc(-c3ccc(C)cc3)nc2C)cc1 | 4%[57.1 µM] | 7% | 20% | -22% | -1% | 25%[57.1 µM] | -5 | 11% | 0%
CCCCn1c(N)c(N(CCOC)C(=O)c2cc(S(=O)(=O)N3CCCCC3)ccc2Cl)c(=O)[nH]c1=O | 0% | -11% | 0% | -20% | 0% | -2% | -4 | -6% | -3%
COC(=O)c1sc(NC(=O)CSc2nnnn2C)nc1C | 5% | -28% | -2% | ? | -2% | 22% | -10 | 11% | -4%
CC(C)c1nnc(SCC(=O)NCc2ccco2)n1C | 3% | -1% | 2% | 0% | 0% | ? | 4 | -5% | -5%
N#Cc1ccsc1NC(=O)COc1ccc(-c2nnco2)cc1 | -1% | -2% | 5% | -5% | -1% | -22% | 2 | -52% | -2%
COc1ccc(/C=N/Nc2nonc2N)cc1 | 3%[57.1 µM] | -9% | 4% | -18% | -6% | -6%[57.1 µM] | -7 | 25% | 0%
O=C(CCC1CCCC1)NCCCNC(=O)CCC1CCCC1 | -1% | -8% | -1% | -15% | -4% | 4% | -1 | -25% | -2%
CCOc1ccccc1OCC(=O)NN1Cc2ccccc2C1=N | -11% | -4% | 10% | -5% | -3% | -12% | -4 | 14% | -2%
Cn1cc(C(=O)O)c(=O)c2cc(S(=O)(=O)N3CCOCC3)ccc21 | -4%[57.1 µM] | 3% | 0% | -15% | -8% | 2%[57.1 µM] | -8 | 23% | -3%
Cc1ccccc1-n1c(SCc2cc(=O)n3ccccc3n2)nc2[nH]ncc2c1=O | 7% | -7% | 1% | -4% | -9% | 3% | 0 | 1% | -1%
COc1ccc(-c2nsc3c(N4CCN(C(=O)c5ccco5)CC4)ncnc23)cc1 | 12%[57.1 µM] | 0% | 0% | -18% | -1% | 18%[57.1 µM] | -6 | -23% | 10%
Cc1cccc(NC(=O)NCC(c2ccco2)N2CCCCC2)c1 (stereo unspecified) | 10%[57.1 µM] | 18% | 3% | -19% | -1% | 13% | -5 | -16% | 4%
CC(=O)Oc1cc(C(C)C)c(OCCN(C)C)cc1C | 6%[57.1 µM] | 6% | 6% | 18% | -1% | 12%[57.1 µM] | -5 | 18%[56.9 µM] | 0%&-3%&-1%
O=C(NCc1ccco1)C(=O)NCC1OCCN1S(=O)(=O)c1cc(F)ccc1F (stereo unspecified) | -1% | 14% | 14% | -15% | -1% | 2% | -2 | 8% | -3%
O=C(NNC(=O)c1cc(-c2ccco2)nc2ccccc12)c1ccccc1 | 178%[activator] | 2% | 13% | -17% | -3% | -9% | 0 | -22% | 4%
COc1cn(CC(=O)Nc2ccccc2)c(CN2CCCCC2)cc1=O | 4%[57.1 µM] | 6% | -4% | -5% | 2% | 11%[57.1 µM] | -3 | -20% | 0%
CCNc1nnc(SCC(=O)N2c3ccccc3NC(=O)CC2C)s1 (stereo unspecified) | 15% | 2% | 6% | -5% | 2% | 27% | 1 | 27% | -3%
Cc1ccc(C)c(N2CCN(C(=O)Nc3ccc4c(c3)N(C)C(=O)CS4)CC2)c1 | -1% | 0% | 3% | -21% | -13% | 23% | 1 | -18% | -3%
CC(C)c1ccc(C(CC(=O)c2ccc(Cl)cc2)C(=O)O)cc1 (stereo unspecified) | -1%[57.1 µM] | -7% | -3% | -18% | -6% | 4%[57.1 µM] | -4 | 12% | -4%
Cn1cc(CNCc2cn(C)nc2-c2ccc(C3CCCCC3)cc2)cn1 | 10%[57.1 µM] | 1% | 9% | -26% | 0% | 21%[57.1 µM] | -6 | -8% | 3%
Cc1nn(C(C)(C)C)c(OC(=O)C2CCCC2)c1S(=O)(=O)c1ccccc1 | -2% | 2% | 3% | -15% | 0% | 1%[57.1 µM] | 1 | 6% | -9%
C=CC[N+](C)(C)C/C(Cl)=C(\Cl)c1ccccc1 | -6% | -1% | 4% | -15% | 0% | -15%[57.1 µM] | 4&4 | 4% | -1%
Cc1ccccc1NS(=O)(=O)c1nnc(NC(=O)c2ccc(Cl)cc2)s1 | 1%&-11% | 2%&1% | 18%&17% | -25%&-22% | -9%&-6% | 20%&-5% | -6&-9 | -9%&12% | -1%&6%
Cn1c(=O)oc2cc(S(=O)(=O)CCC(=O)Nc3ccccc3)ccc21 | 3% | 3% | -9% | -21% | -4% | 11% | -7 | -7% | 0%
C(=C\c1ccccc1)/CN1CCN(Cc2nc(Cc3ccccc3)no2)CC1 | 1% | 5% | -3% | -16% | -1% | 28% | -4 | -10% | -4%
CC(=O)Nc1ccc(SCC(=O)OCC(=O)NC(=O)NCc2ccco2)cc1 | -3% | 2% | 1% | -3% | 0% | 9% | -7 | -32% | 0%
CCOC(=O)C(C(=O)OCC)c1c([N+](=O)[O-])c(=O)n2c3c(cccc13)CCC2 | -9%[57.1 µM] | -3% | -8% | -21% | 3% | -7% | 3 | -3% | -2%
COCCCNC(=S)N/N=C/c1cccc(OC)c1O | 11%[57.1 µM] | ? | 5% | -8% | 2% | 24%[57.1 µM] | 0 | -7% | -1%
COc1ccc(-c2ccc(OC)c([C@H]3[C@@H]4C=CCC[C@@]4(C)C(=O)N3Cc3ccccc3)c2)cc1OC | 15% | -4% | -20%[38.3 µM] | -35% | -6% | 29% | -2 | -2% | -5%
CC1CCN(S(=O)(=O)c2csc(C(=O)Nc3ccccc3)c2)CC1 | 8% | -19% | 7% | -27% | 0% | 6% | -12 | -10% | -4%
Cc1occc1C(=O)NNC(=O)Nc1ccc([N+](=O)[O-])cc1 | -4%[57.1 µM] | -4% | 5% | -2% | -4% | -2%[57.1 µM] | 2 | -6% | -6%
CC(C)c1ccc(N(C(=O)c2ccc3c(c2)OCO3)C2C=CS(=O)(=O)C2)cc1 (stereo unspecified) | 4% | -5% | 14% | -13% | -2% | 17% | -3 | 15%[11.4 µM] | -7%
Cc1[nH]n(-c2cccc3ccccc23)c(=O)c1/C=N/c1sc2c(c1C#N)CCC2 | 0%[57.1 µM] | -12% | 3% | -5% | -7% | -2%[57.1 µM] | -3 | 2% | -4%
